Autophagy HCS: modulators of autophagy; MEF GFP-LC3 puncta imaging; test concentration mostly 10 µM; calls only at 10 µM (by protocol); hit rate 0.98% among 190,000; AID 463193;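 active = percentage of spot-positive cells more than 3 SD above its plate mean, without a fluorescence outlier flag or 80% toxicity; inconclusive = no clear call, values can overlap the other calls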;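 also: spot-positive cell cutoff set from DMSO-treated cells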
WT yeast gro inh: growth inhibition of WT yeast, mitochondrial fusion screen | inhibition, % at 10 µM | mitochondrial fusion phenotypic screen, WT strain | hit rate 2.1% among 190,000; in the data active = inhibition above about 58%; tested in S. cerevisiae
MT stabilize HCS: stabilizes microtubules in HeLa cells | HeLa tubulin immunostaining HCS, 24 h; share of cells brighter than vehicle mean+2SD | % tubulin-high responders, % at 10 µM | hit rate 0.83% among 200,000;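 active = plate Z-score above 3 for both tubulin-high and condensed-nucleus cell shares, with cell loss under 80%, at 10 µM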;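 also: anti alpha tubulin signal scored within the nucleus-defined area of each cell; some results filed as inactive read as strong as hits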
Ins promoter up: MIN6 insulin promoter up-regulation | MIN6 insulin promoter-GFP reporter, high-content imaging; active compounds read high | z-score at 5 µM | hit rate 0.3% among 190,000 | AID 1625;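 active = z-score above 3 at 5 µM with at least 500 cells counted in the well; inconclusive = wells under 500 cells, flagged as cytotoxic or low count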
Myeloid diff 2: promotes myeloid progenitor differentiation; ER-HoxA9 myeloid progenitors, lysozyme-GFP differentiation, flow cytometry; calls only at 10 µM; hit rate 1% among 360,000; AID 624256;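 active = normalized GFP-positive differentiation at or above the plate's own cutoff, the solvent-only control mean plus 3 SD; inconclusive = no clear call, values can overlap the other calls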;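 also: cells exposed to compound for four days before flow analysis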
Lipid droplet: modulators of hepatic lipid droplet formation. AML12 mouse hepatocytes, oleate lipid droplets, BODIPY imaging. inhibition, % at 6.5 µM. hit rate 0.4% among 240,000;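 active = lipid droplet intensity inhibited by at least 50%, with more than 500 cells counted; inconclusive = wells with under 300 cells, treated as cytotoxic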
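Material – mouse AML12 hepatocyte cell line, fixed after treatment · Compound dosing – one dose, 6.5 µM compound · Times – compound with oleate, overnight · Measured by – Image-based BODIPY and DAPI two-channel analysis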
T cell modulator: modulates CD8 T cell binding to vesicles | 2C CD8+ T cell-vesicle binding, flow cytometry; active compounds read low | calls only at 7 µM | hit rate 0.068% among 330,000 | AID 2052;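 active = response, share of CD8 T cells binding vesicles, and their 90th percentile fluorescence all below set limits, cut at about 80% in these data, passing the limit was not always enough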
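incubation = binding step 1.5 h, 37 °C, antibody labelling 20 min, ice | test system = 2C mouse CD8+ T cells | read-out basis = percent CD8+ FL2 mean versus row control | controls = Peptide-free naked vesicles (low) and QL9 vesicles with 0.7% DMSO vehicle (high) | detection = flow cytometry of vesicle-bound cells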
West Nile antiviral: inhibition of WNV-induced cytopathic effect – cell-based, CPE readout (AID 1621); West Nile virus-infected cells, CPE inhibition; higher % means a stronger effect; CPE inhibition, % at 10 µM; hits with a dose series show IC50 in µM; hit rate 0.02% among 290,000; in the data active = a potency from the dose series; inconclusive = CPE inhibition mostly from about 3.7% at the one dose, without a potency; inactive = the rest, 99 in 100 with CPE inhibition below about 2.2%; also: strong numbers were not always called active
b-catenin transl: beta-catenin nuclear translocation modulation | hit rate 0.3% among 190,000 | nuclear translocation activity, % at 5 µM | AID 1665 | HeLa beta-catenin nuclear translocation, immunofluorescence imaging;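 active = nuclear translocation activity above 50% at 5 µM, with a well cell count of 50 or more; inconclusive = wells under 50 cells across six images, flagged as toxic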;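 also: per-cell ratio of nuclear to cytoplasmic median beta-catenin stain intensity; plate controls were DMSO negative control for no effect and GSK-3 inhibitor IX positive control for full effect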
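System: Human HeLa cells, endogenous beta-catenin | Compound dosing: 5 µM primary, 0.02–20 µM confirmation | Timing: 24 h compound exposure at 37°C, 5% CO2 | Measured by: Fluorescence imaging of beta-catenin antibody stain plus DAPI | Read-out basis: % activation of per-cell nuclear versus cytoplasmic median beta-catenin signal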
WT yeast gro inh mutant strain: further read-out of WT yeast gro inh, marked with its call; inhibition, %; mitochondrial fusion phenotypic screen, mutant strain inhibition
Ins promoter up cell count: also measured in Ins promoter up; calls as there; cell count; measured here: cytotoxicity, nuclei count;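 total cells summed across four imaged fields per well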
Lipid droplet cells 6.5 µM: further read-out of Lipid droplet, marked with its call; cell count; measured here: cell count, cytotoxicity flag;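 cells counted across two imaged fields per well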
b-catenin transl cell count 5 µM: second read-out of b-catenin transl, no call of its own (marks repeat the call); cell count; measured here: cell count, cytotoxicity flag
T cell modulator vesicle-bound %: second read-out of T cell modulator, no call of its own (marks repeat the call); double positive events, %; measured here: CD8+ vesicle-bound cell fraction;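 binding gate set so that unloaded-vesicle control wells show 10% double positive cells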
MT stabilize HCS Hoechst-high %: further read-out of MT stabilize HCS, marked with its call; % Hoechst-high responders; measured here: nuclear condensation Hoechst responders;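 share of cells brighter than vehicle mean plus two SD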
MT stabilize HCS cytotoxicity %: also measured in MT stabilize HCS; calls as there; toxicity, %; measured here: cytotoxicity by cell density;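 0% = mean cell density of plate MIN control wells and 100% = no cells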
Autophagy HCS cell loss 18 h: second read-out of Autophagy HCS, no call of its own (marks repeat the call); toxicity, %; measured here: cell loss, nuclei count;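 cell loss after 18 h compound exposure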
Myeloid diff 2 GFP+ MAC1+ %: also measured in Myeloid diff 2; calls as there; GFP+ MAC1+ double positive, %; measured here: differentiation confirmed by MAC1 staining
Starred values were filed as active, the others as inactive; i = inactive; u = inconclusive; x = not tested or not shown; + = active, no number.

smiles,Autophagy HCS,Autophagy HCS cell loss 18 h,WT yeast gro inh,WT yeast gro inh mutant strain,MT stabilize HCS,MT stabilize HCS Hoechst-high %,MT stabilize HCS cytotoxicity %,Ins promoter up,Ins promoter up cell count,Myeloid diff 2,Myeloid diff 2 GFP+ MAC1+ %,Lipid droplet,Lipid droplet cells 6.5 µM,T cell modulator,T cell modulator vesicle-bound %,West Nile antiviral,b-catenin transl,b-catenin transl cell count 5 µM
O=S(=O)(c1cc(Cl)ccc1Cl)n1cccn1,i,12,7,5,3.3,0.8,4.2,0.33,1412,i,0.1,4,724,i,38,0.0%,-3.4,910
C=CCn1cccc(C(=O)Nc2ccc(C)c(Cl)c2)c1=O,x,x,x,x,x,x,x,x,x,i,0.8,17,822,i,17,-0.1%,x,x
CCOc1ccc(NC(=O)C2CC(=O)NC(N3CCc4ccccc43)=N2)cc1 (stereo unspecified),i,15,-9,0,5.6,2.5,9.8,1,795,i,0.8,0,741,i,31,0.3%,-0.7,1069
Cc1cccc2sc(NC(=O)Cn3cccc3)nc12,x,x,14,-18,8.0,0.8,3.5,-0.28,1448,+,9.1*,-4,634,i,31,0.1%,0.5,1175
Cc1cc2ccccn2c1C(=O)c1cc([N+](=O)[O-])cc([N+](=O)[O-])c1,i,-1,41,29,6.5,3.7,13,0.05,1268,i,0.0,-9,693,i,51,-0.6%,-1.1,1080
CC(C)c1ccc(S(=O)(=O)/N=C2/C=CC(=O)c3ccccc32)cc1,i,3,68*,16*,3.5,1.9,9.1,1.6,1298,x,x,18,718,x,x,1.0%,0.0,1121
COCc1cc(=O)[nH]c(/N=C(\N)Nc2cccc(C)c2)n1,i,-10,-6,-2,2.7,1.7,9.3,0.77,824,i,1.2,2,770,i,24,-0.5%,x,x
CC1=NN(c2ccc(S(=O)(=O)O)cc2C)C(=O)C1,i,16,-19,-13,x,x,x,0.06,1485,i,0.2,6,680,i,38,-0.1%,0.2,1450
Cc1cc(-c2n[nH]c(=S)n2/N=C/c2cccc(O)c2)n[nH]1,x,x,x,x,x,x,x,0.09,1444,i,0.3,14,728,i,58,0.2%,-1.7,1137
Cc1nc2ccccc2c2c1C(=O)N(C)C2=O,i,-4,10,-31,3.1,2.4,6.0,0.59,1961,i,13,-4,543,i,4,0.4%,-2.4,1119
COc1cc(/C=N/NC(=O)c2cccnc2)ccc1OCC(=O)N1CCOCC1,i,1,-17,13,4.5,1.9,3.2,-0.33,1529,i,0.1,6,684,i,26,0.1%,0.6,1176
Cc1cc2oc(C(=O)NC3CCS(=O)(=O)C3)cc(=O)c2cc1C (stereo unspecified),x,x,x,x,x,x,x,x,x,i,1.1,21,757,i,11,-0.8%,x,x
Cc1onc(-c2c(F)cccc2Cl)c1C(=O)OCn1nnc2ccccc2c1=O,i,-3,-7,-9,3.1,2.6,3.1,-0.34,1005,i,0.5,-23,696,i,45,-0.3%,-0.8,1258
CCC(C)(NC(=O)c1ccccn1)C(=O)NC1CCCCC1 (stereo unspecified),i,6,6,2,7.0,2.0,2.3,x,x,i,0.6,x,x,i,41,-0.5%,x,x
CC(=O)Nc1n[nH]c(S(=O)(=O)Cc2ccc(Cl)cc2Cl)n1,i,10,x,x,3.7,2.7,7.8,x,x,i,1.2,x,x,i,30,0.1%,-7.7,994
Cc1c(Oc2ccc(C(F)(F)F)cc2[N+](=O)[O-])ccc2c3c(c(=O)oc12)CCC3,i,-5,10,14,2.5,2.5,9.1,-0.27,1413,i,0.3,8,545,i,48,-1.1%,0.9,1097
O=C(NCCc1ccccc1)C(=O)N/N=C/c1ccc2c(c1)OCO2,i,22,2,0,4.0,1.7,2.3,0.49,1529,i,1.9,x,x,i,10,0.1%,0.3,1258
NC(=O)c1c(NC(=O)Cn2cnc([N+](=O)[O-])n2)sc2c1CCCC2,x,x,x,x,x,x,x,0.47,989,i,0.6,-12,690,i,9,0.4%,0.2,1328
O=C(CSc1ccc(-c2cccc([N+](=O)[O-])c2)nn1)N1CCCCCC1,i,-3,-32,-26,2.9,2.7,4.8,0.26,1287,i,0.2,5,673,i,58,-1.1%,-0.9,1069
CCCc1nc2oc3c(OC)ncnc3c2c2c1COC(C)(C)C2,i,-2,-13,1,1.4,1.5,7.6,-0.78,1006,i,4.7,10,794,i,44,0.7%,x,x

3 entries drawn at random from the list so far, as already listed:
smiles,Autophagy HCS,Autophagy HCS cell loss 18 h,WT yeast gro inh,WT yeast gro inh mutant strain,MT stabilize HCS,MT stabilize HCS Hoechst-high %,MT stabilize HCS cytotoxicity %,Ins promoter up,Ins promoter up cell count,Myeloid diff 2,Myeloid diff 2 GFP+ MAC1+ %,Lipid droplet,Lipid droplet cells 6.5 µM,T cell modulator,T cell modulator vesicle-bound %,West Nile antiviral,b-catenin transl,b-catenin transl cell count 5 µM
CCCc1nc2oc3c(OC)ncnc3c2c2c1COC(C)(C)C2,i,-2,-13,1,1.4,1.5,7.6,-0.78,1006,i,4.7,10,794,i,44,0.7%,x,x
CCOc1ccc(NC(=O)C2CC(=O)NC(N3CCc4ccccc43)=N2)cc1 (stereo unspecified),i,15,-9,0,5.6,2.5,9.8,1,795,i,0.8,0,741,i,31,0.3%,-0.7,1069
Cc1c(Oc2ccc(C(F)(F)F)cc2[N+](=O)[O-])ccc2c3c(c(=O)oc12)CCC3,i,-5,10,14,2.5,2.5,9.1,-0.27,1413,i,0.3,8,545,i,48,-1.1%,0.9,1097

Further results
smiles,Autophagy HCS,Autophagy HCS cell loss 18 h,WT yeast gro inh,WT yeast gro inh mutant strain,MT stabilize HCS,MT stabilize HCS Hoechst-high %,MT stabilize HCS cytotoxicity %,Ins promoter up,Ins promoter up cell count,Myeloid diff 2,Myeloid diff 2 GFP+ MAC1+ %,Lipid droplet,Lipid droplet cells 6.5 µM,T cell modulator,T cell modulator vesicle-bound %,West Nile antiviral,b-catenin transl,b-catenin transl cell count 5 µM
COc1cc(S(=O)(=O)n2cnc(C)c2)ccc1Cl,i,6,0,3,1.6,1.3,2.5,-0.1,1464,i,0.3,2,663,i,3,0.6%,3.2,955
Cc1ccc(C(=O)O)cc1NC(=O)c1ccc2c(c1)C(=O)N(c1ccc([N+](=O)[O-])cc1)C2=O,x,x,x,x,x,x,x,x,x,i,0.5,-5,828,i,59,0.6%,x,x
Cc1ccccc1C(=O)Nc1nnc(S(=O)(=O)N2CCCCC2)s1,x,x,x,x,x,x,x,x,x,i,1.5,7,762,i,21,0.3%,x,x
Cc1ccc(NCc2nnc(SCC(=O)NCc3ccco3)n2CC2CCCO2)cc1Cl (stereo unspecified),i,-1,12,11,3.1,2.4,12,x,x,i,0.7,-24,663,i,28,0.7%,x,x
CCC1(C)Cc2c(sc3nc(SC)n(Cc4ccccc4)c(=O)c23)CO1 (stereo unspecified),i,0,-2,-34,0.6,1.8,8.1,-0.31,879,i,0.3,-10,789,i,37,0.0%,x,x
COc1ccccc1C(=O)OC(C)CN1CCN(C)CC1 (stereo unspecified),x,x,x,x,x,x,x,x,x,i,0.5,10,773,i,32,1.5%,x,x
O=C(NCCCN1CCOCC1)c1c(F)cccc1F,i,-7,4,-2,2.7,2.4,4.7,-0.67,1210,i,0.7,1,706,i,50,0.3%,-1.1,1154
CCc1ccc(C(=O)/C=C/c2ccc([N+](=O)[O-])o2)cc1,+,1.2*,60*,41*,0.3,1.7,3.3,0.16,1006,i,0.4,14,795,i,32,u,x,x
O=C(Nc1ccc(Cl)cn1)c1cccc2c(Br)cccc12,x,x,x,x,x,x,x,x,x,i,0.2,-8,420,i,30,0.4%,x,x
CCC1CCCCN1S(=O)(=O)c1ccc(NC(=O)C2CCN(C(=O)c3ccco3)CC2)cc1 (stereo unspecified),x,x,x,x,x,x,x,x,x,i,0.9,-3,829,i,17,-1.6%,x,x
CCCN1C(=O)c2ccc(C(=O)Nc3cc(C)on3)cc2C1=O,i,3,-23,-87,2.0,2.5,12,-0.56,1242,i,0.8,2,682,i,39,-0.3%,-0.1,1045
O=C(N=C1N=C2C=CC=CN2Cc2ccccc21)c1ccc(S(=O)(=O)N2CCCC2)cc1,x,x,x,x,x,x,x,0.74,977,i,0.8,-22,716,i,9,0.5%,0.2,1319
OCCC1CN(Cc2ccncc2)CCN1C1CCCC1 (stereo unspecified),i,-19,1,8,1.8,1.6,2.8,1.7,1366,i,0.4,11,713,i,60,-0.5%,-2.0,1186
O=C(CC1C(=O)NCCN1CCCc1ccccc1)NCCc1ccccc1Cl (stereo unspecified),x,x,x,x,x,x,x,x,x,i,6.8,-12,707,i,6,-0.8%,x,x
Nc1ccc2oc(-c3cccc(Br)c3)nc2c1,i,-1,19,-3,8.6,3.1,5.9,0.02,1269,i,0.9,8,782,i,49,1.3%,-5.0,1270
CN1CCN(S(=O)(=O)c2cccc(C(=O)Nc3sc4c(c3-c3nc5ccccc5[nH]3)CCCC4)c2)CC1,i,8,5,-25,3.1,1.6,1.8,-2.1,1111,i,1.1,-8,530,i,50,0.1%,-0.7,1141
CCc1ccc(C(C(=O)NC2CCCCC2)N(C(=O)c2csnn2)C2CC2)cc1 (stereo unspecified),x,x,x,x,x,x,x,x,x,i,1.3,-12,780,i,17,-0.7%,x,x
CCOC(=O)C1CCCN(C(=S)Nc2cc(C)cc(C)c2)C1 (stereo unspecified),i,31,x,x,1.9,1.4,3.1,-0.19,765,i,0.7,-7,783,i,51,1.5%,-3.5,1179
Clc1c(Cl)c(Cl)c2n[nH]nc2c1Cl,x,x,x,x,x,x,x,0.26,1018,i,0.2,-6,707,i,37,0.0%,-1.4,1339
Cc1ccccc1OCC(=O)N/N=C/c1ccc(N2CCOCC2)o1,x,x,x,x,x,x,x,x,x,i,2.4,0,642,i,18,0.5%,x,x
